OX1R antag: blocks the human orexin 1 receptor. 330,000 tested, 0.43% active. inhibition, % at 5 µM. CHO/OX1R cells, Fluo-8 calcium fluorescence, orexin A. AID 434989;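 active means inhibition above its plate's threshold, mean inhibition of all tested compounds on the plate plus 3 SD, cut at about 37% in these data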;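 further: 0% = orexin A challenge wells and 100% = SB-334867-A antagonist wells; not every result past the cut was called active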
Target sequence (O43613 whole entry, looked up): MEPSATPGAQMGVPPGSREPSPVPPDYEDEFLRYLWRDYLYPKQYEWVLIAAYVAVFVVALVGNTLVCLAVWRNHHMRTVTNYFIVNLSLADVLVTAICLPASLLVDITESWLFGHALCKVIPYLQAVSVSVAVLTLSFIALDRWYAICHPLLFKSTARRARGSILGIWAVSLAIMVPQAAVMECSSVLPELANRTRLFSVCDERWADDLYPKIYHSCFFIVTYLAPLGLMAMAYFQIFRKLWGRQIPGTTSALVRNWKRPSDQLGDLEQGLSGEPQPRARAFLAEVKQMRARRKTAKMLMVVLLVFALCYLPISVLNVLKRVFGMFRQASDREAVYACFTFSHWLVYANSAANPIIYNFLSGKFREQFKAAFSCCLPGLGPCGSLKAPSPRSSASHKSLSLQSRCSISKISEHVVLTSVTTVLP
CHT PAM: human CHT allosteric activation. 310,000 tested, 0.49% active. Q9GZV3. B-score at 10 µM. CHT-expressing cells, membrane potential dye, choline EC20; hits give high values; LV-AA mutant CHT in HEK293 cells;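 active means initial fluorescence not abnormally high and integrated response B-score, plate-corrected, over 3 SD above library mean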
Target sequence (Q9GZV3 whole entry, looked up): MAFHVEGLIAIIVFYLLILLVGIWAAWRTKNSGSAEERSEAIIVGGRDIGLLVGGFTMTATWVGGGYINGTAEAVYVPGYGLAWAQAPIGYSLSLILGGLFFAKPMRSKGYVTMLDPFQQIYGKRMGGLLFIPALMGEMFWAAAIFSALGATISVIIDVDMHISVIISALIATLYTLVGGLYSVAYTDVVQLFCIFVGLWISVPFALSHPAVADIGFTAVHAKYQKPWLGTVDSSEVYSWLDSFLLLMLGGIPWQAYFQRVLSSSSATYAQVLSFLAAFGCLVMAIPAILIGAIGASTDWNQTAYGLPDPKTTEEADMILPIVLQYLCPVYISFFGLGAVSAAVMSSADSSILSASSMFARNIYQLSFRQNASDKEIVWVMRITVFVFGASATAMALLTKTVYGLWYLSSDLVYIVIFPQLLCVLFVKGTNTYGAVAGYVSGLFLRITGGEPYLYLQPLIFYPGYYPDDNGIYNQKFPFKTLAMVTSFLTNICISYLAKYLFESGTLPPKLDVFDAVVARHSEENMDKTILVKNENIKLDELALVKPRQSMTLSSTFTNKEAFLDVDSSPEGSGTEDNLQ
An asterisk follows results filed as active; i = inactive; . = no result given.

SMILES | OX1R antag | CHT PAM
CC1CCCCC12NC(=O)N(CC(=O)Nc1ccc(OC(F)F)cc1)C2=O (centres undefined) | 5 | .
c1cn2c(NC3CCCC3)c(-c3ccc(N4CCOCC4)cc3)nc2cn1 | -14 | i
O=C(NCc1ccco1)Nc1ccccc1Cl | -20 | i
CC(=O)C1C(c2ccncc2)NC(=O)NC1(O)C(F)(F)F (centres undefined) | -9 | i
Cc1ccc(CSCC(=O)Nc2c(C)n(C)n(-c3ccccc3)c2=O)cc1 | -22 | i
COc1nc(NCCC2=CCCCC2)nc(OC)n1 | -11 | i
CC(C)(C)NS(=O)(=O)c1ccc(CCC(=O)NCc2ccc3c(c2)OCO3)cc1 | -3 | i
CCC(NS(=O)(=O)c1ccc(C)cc1)C(=O)O (centres undefined) | -2 | i
Cc1ccc2oc(=O)c(/C=C(\O)c3cccs3)nc2c1 | -17 | i
O=C(O)c1cnc(-c2ccccc2)nc1C(F)(F)F | -12 | i

Profiles, looked up by structure.
O=C(O)c1cnc(-c2ccccc2)nc1C(F)(F)F reads OX1R antag: -12; CHT PAM: i
Cc1ccc2oc(=O)c(/C=C(\O)c3cccs3)nc2c1 reads OX1R antag: -17; CHT PAM: i
CC1CCCCC12NC(=O)N(CC(=O)Nc1ccc(OC(F)F)cc1)C2=O (centres undefined) reads OX1R antag: 5; CHT PAM: .

Further records follow.
SMILES | OX1R antag | CHT PAM
CCCn1c(=O)c(C(=O)NNS(=O)(=O)c2ccc(NC(=O)OC)cc2)c(O)c2ccccc21 | -11 | i
CCNc1nnc(CSc2nc3ccccc3s2)s1 | -6 | i
O=C(Cn1cc(C(F)(F)F)ccc1=O)NCC1CCCO1 (centres undefined) | 0 | .
Clc1ccc(-c2noc(CN(Cc3ccccn3)CC3CCCO3)n2)cc1 (centres undefined) | -21 | i
Cn1c(N=NC(=O)c2ccccc2)c(O)c2ccccc21 | -15 | i
Cc1cc2ncn(CC(O)COC3CCCCC3)c2cc1C (centres undefined) | -17 | i
CNC(=O)/C(C#N)=C/c1c(N2CCN(c3cccc(Cl)c3)CC2)nc2c(C)cccn2c1=O | -29 | i
O=S(=O)(Nc1ccc(Cc2ccncc2)cc1)c1ccc(Cl)cc1 | -12 | i
COCc1c(C(=O)N/N=C/c2ccco2)nnn1-c1nonc1N | -9 | i
O=C(/C=C/c1ccco1)N(c1ccccn1)c1ccccn1 | 2 | i
Cc1ccc(C2CC(c3cccc(Br)c3)n3nc(N)nc3N2)cc1 (centres undefined) | -6 | i
Cc1ccccc1-c1cc(C(=O)Nc2nc3c(s2)CCCC3)c2ccccc2n1 | -28 | i
COc1cc(OC)cc(-c2oc(=O)c3cc(OC)c(OC)cc3c2/C=C/c2ccc(F)cc2)c1 | -43 | .
CC(=O)C(C(C)=O)C1(O)C(=O)c2ccccc2C1=O | -10 | i
CCOC(=O)C1=C(CC)Nc2ccccc2N/C1=N\S(=O)(=O)c1ccc2ccccc2c1 | -20 | i
C/C(=N\NC(=O)c1csc(C)c1C)c1ccco1 | -26 | i
COC(=O)c1ccc(CNC(=O)c2coc3ccccc3c2=O)cc1 | -22 | i
CCOC(=O)C1CCN(C(=O)CN(C)S(=O)(=O)c2cc(C)ccc2OC)CC1 | -2 | i
O=C(N1CCOCC1)C(F)(F)C(=O)N1CCOCC1 | -10 | i
CC(C)c1cccc(C(C)C)c1NC(=O)CN1C(=O)NC2(CCCCCCC2)C1=O | -19 | .
O=C(COc1ccc(Cl)cc1)NCc1ccccc1 | -12 | i
Cc1csc(NC(=O)CSc2nc(=O)n(CCCN(C)C)c3c2CCC3)n1 | -5 | i
O=C1NCC(COc2ccc(Cl)cc2)O1 (centres undefined) | -9 | i
O=C(COC(=O)c1ncc(Cl)c(Cl)c1Cl)Nc1cccnc1Cl | -11 | i
CC(C)C[C@H]1COCCS(=O)(=O)N1Cc1cccc(F)c1 | -7 | i
COc1ccc(NC(=O)CCC(=O)Nc2nnc(C(F)(F)F)s2)c(OC)c1 | -11 | i
Cc1[nH]c2ccccc2c1C(=O)/C=C/c1ccccc1Cl | -13 | i
COc1cc(/C=N/NC(=O)C2=NNC(=O)C2C)ccc1O (centres undefined) | -19 | i
CC(C)N1CCc2c(sc(NC(=O)CN3C(=O)c4ccccc4C3=O)c2C(N)=O)C1 | -10 | i
COc1ccc2cc3cc(C(=O)NCCCN4CCC(C)CC4)oc3nc2c1 | -19 | i
O=C(c1ccc(Br)cc1)N(Cc1ccco1)C1CCS(=O)(=O)C1 (centres undefined) | -21 | i
Cc1ccc(S(=O)(=O)N2CCC(C(=O)N[C@@H](C)C(=O)Nc3ccc(F)cc3)CC2)cc1 | -57 | i
COC(=O)/C=C/c1cnc[nH]1 | -6 | i
Cc1ccc(NC(=O)Cn2cnc3ccccc32)cc1C | 3 | i
O=C(O)CCc1nn2c3ccccc3n(CC(=O)c3cccs3)c2nc1=O | -13 | i
CN(C)S(=O)(=O)c1cccc(NC(=O)c2ccc(-n3cncn3)c([N+](=O)[O-])c2)c1 | -14 | i
COc1ccc(CN2CCN(CCC(C)C)C(CCO)C2)cc1Cn1cncn1 (centres undefined) | -1 | i
O=C(O)c1ccc2c(c1Nc1ccccc1)C(=O)c1ccccc1C2=O | -21 | i
c1ccc(SCc2nc(-c3ccncc3)n[nH]2)nc1 | -14 | i
O=C(NCCc1ccccc1)C1CCCN1C(=O)Nc1ccc(Cl)cc1 (centres undefined) | -18 | i
Cc1ccc(C(=O)COC(=O)c2cc(Cl)nc3ccccc23)cc1 | -37 | i
O=C(NCc1ccc(Cl)cc1)C1CCC(=O)N(C2CC2)C1 (centres undefined) | 8 | i
COc1ccc(S(=O)(=O)N2CCC(C(=O)NCC3CC3)CC2)cc1 | 4 | i
O=C(CCc1ccccc1)Nc1c(F)cccc1F | -18 | i
N#CCN1C(=O)C(=O)N(Cc2cccc(Cl)c2)C1=O | 4 | i
CCC(C)(C)NC(=O)C(c1ccc(F)cc1)N(Cc1cccs1)C(=O)c1cnccn1 (centres undefined) | -35 | i
COc1ccc(C)cc1S(=O)(=O)N1CCC2(CC1)OCCN2S(=O)(=O)c1ccccc1 | -16 | i
CCCSc1nc2c(c(=O)[nH]c(=O)n2C)n1Cc1ccccc1 | -9 | i
CCOC(=O)COc1ccc([N+](=O)[O-])cc1 | 17 | i
COc1cccc(NC(=O)c2sc(NC(=O)c3ccncc3)nc2C)c1 | -14 | i

Next part
SMILES | OX1R antag | CHT PAM
Cc1ccc(NC(=O)CSc2nsc(SCC(=O)Nc3ccc(C)cc3C)c2C#N)c(C)c1 | 8 | i
CN(C)C(=O)c1ccc(NC(=O)COc2cccc(Oc3ccccc3)c2)cc1 | -10 | i
Cc1ccc(C(=O)c2cc([N+](=O)[O-])ccc2N2CCOCC2)cc1C | -8 | i
CC(=O)O[C@@H]1[C@H]2[C@@H](C[C@@H](C)[C@@H]3C=CC(=O)[C@@]13C)OC(=O)[C@@H]2C | -14 | i
CCN1CC(CN(C)Cc2cn(-c3ccc(C)cc3)nc2-c2cccc(C)c2)CC1=O (centres undefined) | -39 | i
CCCCNc1cc(F)nc(N)n1 | -8 | i
CC1Cc2ccccc2N1S(=O)(=O)c1cccc(C(=O)NCc2ccccn2)c1 (centres undefined) | -16 | .
CSc1nsc(SC)c1C(=O)Nc1ccc(Cl)cc1 | -16 | i
CCOc1ccc(OCCCC(=O)NNC(=O)c2ccncc2)cc1 | 7 | i
CCN(CC)CCCN1C(=O)C(=O)/C(=C(/O)c2cc(C)ccc2C)C1c1cccnc1 (centres undefined) | 10 | i
Cc1ccccc1CN(C)C(=O)c1ccc2ccccc2n1 | -24 | i
O=S(=O)(c1ccccc1C(F)(F)F)N1CCN(c2ncnc3sccc23)CC1 | 20 | .
Cc1ccc(C(=O)NCC(=O)NCC(=O)OCc2ccc(Cl)cc2)cc1 | -19 | i
O=C(CCNS(=O)(=O)c1ccccc1F)N1CCN(Cc2ccccc2)CC1 | -17 | i
CCOC(=O)N1CCN(c2ccc3nnnn3n2)CC1 | 7 | i
CC1(C)C2CCC1(CS(=O)(=O)N1CCOCC1)C(=O)C2 (centres undefined) | -21 | i
Cc1noc(C)c1CSc1nc2cc(S(=O)(=O)N3CCOCC3)ccc2o1 | -22 | i
COc1ccc(-c2csc(NC(=O)CSCc3c(C)noc3C)n2)c(OC)c1 | -19 | i
CCOC(=O)c1[nH]c(C)c(C(=O)C(C)C)c1C | -17 | i
CC(=O)NC1C(=O)N(CCN2CCOCC2)c2ccc(F)cc21 (centres undefined) | . | i

New compounds follow:
compound	OX1R antag	CHT PAM
C#CCn1cc(/C=N/NC(=O)COc2cccc3cccnc23)c2ccccc21	-2	i
CCN1C(=O)CSc2ccc(C(=O)OC)cc21	-11	i
CSC1=NC(C)(C)C=C(/C=C/c2ccc(Cl)cc2)N1	-32	i
Cc1cn(C(=O)c2ccccc2)c(=S)n1-c1ccc(Cl)cc1	-14	i
C[C@@H](C(=O)Nc1ccc2ccccc2c1)[C@@H]1C[C@@]1(C)[C@@H](NC(=O)c1cnccn1)c1ccccc1	-16	i
O=C(CN(Cc1ccc(Br)cc1)S(=O)(=O)c1ccccc1)NCC1CCCO1 (centres undefined)	-27	i
N#Cc1ccc(Oc2c(Cl)cncc2Cl)cc1	-21	i
CCC(C)NC(=S)N1CCN(C)CC1 (centres undefined)	0	i
O=C1C(=Cc2ccc(Br)o2)C(=O)c2ccccc21	-3	i
Clc1ccc(CSc2cc3c(nn2)-c2ccccc2CC3)cc1	-10	i
CCOC(=O)C1CCN(C(=O)CCn2c(=O)[nH]c3ccccc3c2=O)CC1	3	i
C#CCOc1ccc2ccccc2c1/C=C(/C#N)c1ccc(C(=O)O)cc1	-9	i

3 structures out of the list, arranged by formula weight, ascending.
compound	OX1R antag	CHT PAM
CCN1C(=O)CSc2ccc(C(=O)OC)cc21	-11	i
CSC1=NC(C)(C)C=C(/C=C/c2ccc(Cl)cc2)N1	-32	i
Clc1ccc(CSc2cc3c(nn2)-c2ccccc2CC3)cc1	-10	i

An excerpt of these results, with values under each structure:
Fields – OX1R antag	CHT PAM
CCN1C(=O)CSc2ccc(C(=O)OC)cc21
  -11	i
CSC1=NC(C)(C)C=C(/C=C/c2ccc(Cl)cc2)N1
  -32	i

The list goes on.
compound	OX1R antag	CHT PAM
CC1CCCCN1C(=O)Nc1cccc(C(F)(F)F)c1 (centres undefined)	-26	i
NC(=O)N/N=C/c1c(O)ccc2oc3c(c12)CCCC3	-7	i
COc1cc(/C=C2\CCCc3c2nc2ccccc2c3C(=O)O)cc(Br)c1O	-13	i
CN(C)S(=O)(=O)c1ccc(Cl)c(NC(=O)COC(=O)CN2C(=O)NC(C)(C)C2=O)c1	-2	i
CCOCCn1c(SCC(=O)OCc2ccccc2)nc2c1c(=O)[nH]c(=O)n2C	-9	i
O=C1CN(C(=O)CC2c3ccccc3-c3ccccc32)CC(=O)N1	-23	i
O=C(CCS(=O)NCc1ccccc1)NCc1ccccc1 (centres undefined)	-10	i
O=c1[nH][nH]c(C(F)(F)F)c1C=NCc1cccc(Cl)c1	-13	i
CN(CC(=O)Nc1ccc(F)c(F)c1F)C(=O)C1COc2ccccc2O1 (centres undefined)	-14	.
CCn1c(SCc2ccccc2F)nnc1-c1ccncc1	8	i
CC1CC(C)(C)CC2(C1)NC(=S)N(c1ccccc1)N2 (centres undefined)	3	i
CC(=O)Nc1ccc(OC(=O)c2cccs2)cc1	3	i
O=C(COc1ccccc1C(=O)NCc1ccncc1)Nc1ccc(Br)cc1	-38	i
Nc1cc(C(=O)O)ccc1N1CCCCCC1	-17	i
O=C1CC(Cc2ccccc2)C(=O)N1CCCn1ccnc1 (centres undefined)	-10	i
CNC(=O)c1cc2c(s1)CCCCCC2	-2	i
N#C/C(=C/c1ccc(-c2ccccc2[N+](=O)[O-])o1)C(=O)NCCN1CCCCC1	-19	i
COc1ccc(OC)c(C(C(=O)NC2CCCCC2)N(Cc2ccco2)C(=O)c2ccccn2)c1 (centres undefined)	-27	i
N=c1oc2ccccc2cc1C(=O)Nc1ccc(F)cc1	.	i
COc1cc(/C=N/NC(=O)CNc2n[nH]c(=O)[nH]c2=O)ccc1OCc1ccccc1	-19	i
S=c1[nH]nc(C2CCCCC2)n1/N=C/c1cccs1	2	i
COc1ccc(C2=NOC3(CC(=O)N(c4ccc(C)cc4)C3=O)C2)c(OC)c1 (centres undefined)	-24	i
Cc1[nH]n(-c2ccccc2)c(=O)c1/C=N/NC(=O)c1cccc([N+](=O)[O-])c1	-5	i
Cn1c(=O)c(=O)n(C)c2cc([N+](=O)[O-])c([N+](=O)[O-])cc21	0	i
O=C(C1CC1)N1CCN=C1SCc1ccccc1	-16	i
Cc1ccc2c(CC(=O)Nc3ccc(F)c(S(=O)(=O)N4CCOCC4)c3)coc2c1	-1	.
CN(C)c1ccc(C(=O)NCc2ccc3c(c2)CCO3)cc1	-6	i
COc1ccccc1-c1sc2cc3c(cc2c1-c1ccc(O)cc1)OCO3	-33	.
Nc1c(-c2ccccc2)cnn1-c1ccc(C(=O)O)cc1	-2	i
O=C(CC1NC(=S)NC1=O)c1ccc(Cl)cc1 (centres undefined)	-7	i
COc1ccc(NC(=O)COC(C)=O)cc1Cl	-11	i
Cn1c(OCc2cccnc2)nc2c1c(=O)n(Cc1ccccc1)c(=O)n2C	-19	i
COc1cc(C2C(C(=O)c3ccc(C)o3)=C(O)C(=O)N2Cc2ccccc2)ccc1O (centres undefined)	-35	i
COCCN(CC(=O)Nc1cccc(C)c1C)C(=O)c1cc2ccccc2cc1OC	-11	.
COC(=O)c1c(C)[nH]c(C(=O)OCc2csc(CC(=O)Nc3ccccc3C)n2)c1C	-13	.
CCCCNC(=O)Nc1cc(C(=O)OC)ccc1Cl	-21	i
